MT1-MMP act inh = inhibitors of human MT1-MMP activation. P50281. HT1080 RFP-PRO-GFP cells, GFP/RFP ratio fluorescence, overnight; percent of plate control window, DMSO zero. GFP/RFP ratio change, % at 20 µM. 360,000 tested, 0.061% active. AID 651647;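 active means GFP/RFP ratio change of at least 30% with cell ATP level not reduced by more than half and red fluorescence within 50% of control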; further: strong numbers were not always called active
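Test system: HT1080 cells expressing an RFP-PRO-GFP fluorescent reporter construct / Compound dosing: single-point 20 µM compound, 1% DMSO / Schedule: cells overnight before dosing, compound overnight, 37 °C, 5% CO2 / Evaluation: GFP/RFP fluorescence ratio / Control set: DMSO and RFP-L50D-GFP cell wells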
SKN-1 inh = C. elegans SKN-1 inhibition. C. elegans VP596 Pgst-4::GFP/RFP ratio, acrylamide-induced, 24 h. inhibition, % at 21.8 µM. 360,000 tested, 0.49% active;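 active means interference check ratio from 0.5 to 1.5 plus GFP to RFP signal ratio inhibition reaching or exceeding a fixed threshold, cut at about 30% in these data, passing the limit was not always enough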; further: some compounds called inactive have numbers as strong as hits
E coli Lon inh = inhibits E. coli Lon protease | inhibition, % at 7.94 µM | P0A9M0 | purified E. coli Lon protease, fluorescence polarization | AID 602123 | 360,000 tested, 0.42% active; in the data active means inhibition above about 13%, passing the limit was not always enough;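 further: 0% = enzyme with probe and DMSO and 100% = no enzyme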
MsrA inh = bovine MsrA inhibition | purified bovine MsrA, absorbance read-out | 360,000 tested, 0.75% active | AID 651718 | inhibition, % at 15.5 µM; in the data active means inhibition above about 4.5%;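 further: 0% = vehicle wells with enzyme and 100% = reference inhibitor wells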
MsrA act = activates bovine MsrA enzyme | 360,000 tested, 0.3% active | AID 602163 | purified bovine MsrA, absorbance read-out | activation, % at 10.6 µM; in the data active means activation above about 7.5%;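 further: 0% = vehicle and 100% = reference activator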
Neddyl block = blocks human cullin neddylation; calls only at 25 µM; TR-FRET cullin neddylation, biochemical; AID 651699; 360,000 tested, 0.58% active; in the data active means inhibition above about 36%
NRP1-CendR mod = alters CendR peptide binding to human NRP-1; O14786; FAM-RPARPAR peptide binding to NRP-1, fluorescence polarization; inhibition, % at 25 µM; 360,000 tested, 0.85% active;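 active means inhibition or corrected inhibition above about 18%, plus a signal ratio from 0.5 to 1.5, limit read from the data, passing the limit was not always enough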; further: strong numbers were not always called active
FAS-TE inh = FAS thioesterase (human) inhibition | 360,000 tested, 0.67% active | AID 602261 | recombinant FAS-TE, OMFH fluorogenic substrate, fluorescence endpoint | P49327 | inhibition, % at 15 µM;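 active means compounds whose normalised, plate-corrected inhibition of enzyme fluorescence in the single-dose primary screen is 50% or more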;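 further: 0% = DMSO with enzyme and 100% = substrate without enzyme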
Rin1 Abl inh = blocks binding of human Rin1 to Abl; 360,000 tested, 0.4% active; TR-FRET Rin1/Abl binding, biochemical; P00519+Q13671; inhibition, % at 7.35 µM; in the data active means inhibition above about 5%, passing the limit was not always enough
Numbers without * were called inactive; i = inactive; nt = no result given; + = active, no number.

SMILES	MT1-MMP act inh	SKN-1 inh	E coli Lon inh	MsrA inh	MsrA act	Neddyl block	NRP1-CendR mod	FAS-TE inh	Rin1 Abl inh
COC(=O)Cn1c(O)c(N=NC(=O)CNC(=O)COc2cccc(C)c2)c2ccccc21	-3	11	4	0.6	0	i	7	-6	-4
COc1cc(S(=O)(=O)N2CCCCC2)c(OC)cc1Br	-6	4	11	-0.7	-6	i	13	-3	1
CSc1ccc(S(=O)(=O)N2CCC(C(=O)NC3CC3)CC2)cc1	2	9	0	-1.5	-2	i	5	-6	-3
COCCn1nnnc1C(c1ccccc1)N1CCN(C)CC1 (centres undefined)	3	1	-1	0.8	0	i	-2	-2	0
CC(=O)Nc1ccccc1OC(C)C(=O)N1CC(C)CC(C)C1 (centres undefined)	4	8	-3	0.3	0	i	0	-3	2
C[C@@H]1CN([C@@H](C)CO)C(=O)CCCn2nncc2CO[C@H]1CN(C)C(=O)C1CCCCC1	-1	-4	1	-1.7	0	i	11	-8	1
O=S1(=O)CC(N2CCSCC2)CN1Cc1cn(Cc2cccc(Cl)c2)nn1 (centres undefined)	0	6	-3	-1.7	-2	i	3	-7	nt
COc1ccc(Cl)cc1NC(=O)CSc1nc2sccc2c(=O)[nH]1	2	3	-3	1.4	-4	i	-11	-3	-1
CN(C)CCN1C(=O)CCC2(C)C1=CCC1C2CCC2(C)C1CCC2(C)O (centres undefined)	1	-7	-3	0.1	-3	i	-5	-6	1
COC(=O)c1ccc(N(CC(=O)NC2CCCC2)C(=O)CNC(=O)c2cccs2)cc1	-8	8	10	1.6	1	i	5	-5	-2
CC(=O)C1=C(C)N(Cc2ccccc2)C(=O)N[C@@H]1c1cccc(C(F)(F)F)c1	1	6	3	0.4	0	i	2	2	-1
COc1ccc(CNC(=S)N/N=C/c2ccc(O)c(OC)c2)cc1	4	3	-3	3.9	-3	i	-9	1	-5
CCOC(=O)Nc1nnc(Cc2ccc(Cl)c(Cl)c2)s1	-3	-7	-6	-0.3	-10	i	6	15	9.3*
CCOC(=O)N/N=C1\CC(C)S(=O)(=O)c2ccc(Cl)cc21 (centres undefined)	-2	4	3	0.5	-4	i	5	-2	-1
CCCCN(Cc1ccco1)C(=O)c1cc2c(=O)[nH]c3ccc(C)cc3c2s1	4	-3	3	1.7	0	i	8	8	-5
Cc1oc2ccc(OCc3ccc(Br)cc3)cc2c1C(=O)O	-4	4	-1	0.9	-6	i	6	44	-2
CCN(CC)S(=O)(=O)c1ccc(/C=C/C(=O)OCC(=O)NCc2cccs2)cc1	0	1	9	0.1	-3	i	-2	-1	4
O=[N+]([O-])c1ccc(Oc2ccc(-c3nnco3)cc2)c(Cl)c1	-3	7	-2	0.0	-4	i	3	13	2
Cc1ccc(OCc2nnc(SCC(=O)Nc3nccs3)n2-c2ccccc2)cc1C	3	8	-3	-0.8	-1	i	4	-5	1
COc1ccc(N(/N=C2\Sc3ccccc3C2=O)C(C)=O)cc1	2	18	2	0.0	-8	i	-9	1	-5

Copied from the list:
For MT1-MMP act inh, `COC(=O)Cn1c(O)c(N=NC(=O)CNC(=O)COc2cccc(C)c2)c2ccccc21` shows -3
For MsrA inh, `COc1ccc(CNC(=S)N/N=C/c2ccc(O)c(OC)c2)cc1` shows 3.9
For MsrA act, `C[C@@H]1CN([C@@H](C)CO)C(=O)CCCn2nncc2CO[C@H]1CN(C)C(=O)C1CCCCC1` shows 0
For NRP1-CendR mod, `O=[N+]([O-])c1ccc(Oc2ccc(-c3nnco3)cc2)c(Cl)c1` shows 3
For FAS-TE inh, `Cc1ccc(OCc2nnc(SCC(=O)Nc3nccs3)n2-c2ccccc2)cc1C` shows -5

The results go on:
SMILES	MT1-MMP act inh	SKN-1 inh	E coli Lon inh	MsrA inh	MsrA act	Neddyl block	NRP1-CendR mod	FAS-TE inh	Rin1 Abl inh
CSc1nc(-c2ccccc2)c(-c2ccccc2)[nH]1	1	14	-7	0.2	-1	nt	-4	3	2
Cc1ccc(COc2ccsc2-c2n[nH]c(=S)n2C)cc1	0	-1	-1	-0.7	0	i	4	-5	-2
C=CC[C@@H](CC(=O)N(CCO)Cc1ccccc1)C(=O)N[C@@H](C)COC(=O)[C@@H](CC=C)Cc1ccc(F)cc1	0	14	-2	-0.6	6	i	1	4	2
COc1ccccc1Cn1c(=S)[nH]c2cc(C(=O)N3CCN(c4ccccc4OC)CC3)ccc2c1=O	-2	1	2	-0.3	-4	i	11	4	5
CN1CCN(C2CC(=O)N(c3ccc4c(c3)OCCO4)C2=O)CC1 (centres undefined)	4	-25	-2	-1.4	-2	i	-10	-10	-2
COCCCNC(=O)c1cn(CCOC)c(=O)c2c1c1ccccc1n2C	-3	7	4	1.2	-3	i	-10	-7	6
c1ccc(OCCNc2ccn3nc(-c4ccco4)cc3n2)cc1	-3	5	-9	0.6	-2	nt	-8	9	-4
O=C(NCc1ccccn1)c1ccc(OC2CCN(Cc3ccccc3O)CC2)cc1	0	-6	5	-0.5	-6	i	11	-6	2
CCC(C)(C)NC(=O)C(c1ccc(OC)cc1)N(C(=O)CCC(=O)Nc1cc(C)on1)c1ccc(OC)cc1OC (centres undefined)	-7	4	3	-1.0	-2	i	-4	-2	3
Cc1ccc2nc(-c3ccccc3)cc(C(=O)NNC(=O)c3csc(N4CCOCC4)n3)c2c1	9	-6	0	0.7	-5	i	8	7	2
CCc1ccc(CN(C(=O)c2cc3ccccc3oc2=O)C2CCS(=O)(=O)C2)cc1 (centres undefined)	1	-24	1	2.0	-2	i	-6	1	-1
CCCn1c(N)c(C(=O)COC(=O)CNC(=O)c2ccccc2OCC)c(=O)[nH]c1=O	0	-10	-2	-0.8	1	i	-10	-8	-1
CN(C(=O)CSc1nnc(-c2ccncc2)n1C)C1CCS(=O)(=O)C1 (centres undefined)	6	10	-6	0.8	-4	i	20	-1	-2
Cc1cc(N/N=C/c2ccc(N(C)C)cc2)nc(NCc2ccccc2)n1	-6	13	7	0.0	0	nt	-6	12	-2
CCCCn1c(SCC(=O)/C(C#N)=C(\C)N)nc2ccccc2c1=O	1	6	-12	-0.3	0	i	-17	9	-1
O=P(Cc1cc[n+]([O-])cc1)(c1ccccc1)c1ccccc1	5	6	-1	0.9	-1	i	8	-4	-2
COC(=O)c1ccc(COc2ccccc2/C=C(\C#N)C(=O)Nc2ccc(C)cc2)cc1	9	-5	-7	0.6	-1	i	11	8	1
O=C(NCc1ccccn1)c1c(O)c2cccc3c2n(c1=O)CC3	2	-5	0	0.5	3	i	4	-6	-3
COc1ccccc1C1=NOC(C(=O)N2CCN(C(=O)c3ccco3)CC2)C1 (centres undefined)	1	-11	2	-0.4	0	i	8	-5	-1
COc1ccc2nc(NC3=NC(c4ccccc4)CC(=O)N3)nc(C)c2c1 (centres undefined)	-5	7	-15	-0.2	3	i	-13	0	1

5 entries from above, comma-delimited:
compound,MT1-MMP act inh,SKN-1 inh,E coli Lon inh,MsrA inh,MsrA act,Neddyl block,NRP1-CendR mod,FAS-TE inh,Rin1 Abl inh
O=P(Cc1cc[n+]([O-])cc1)(c1ccccc1)c1ccccc1,5,6,-1,0.9,-1,i,8,-4,-2
CCCCn1c(SCC(=O)/C(C#N)=C(\C)N)nc2ccccc2c1=O,1,6,-12,-0.3,0,i,-17,9,-1
O=C(NCc1ccccn1)c1c(O)c2cccc3c2n(c1=O)CC3,2,-5,0,0.5,3,i,4,-6,-3
CN(C(=O)CSc1nnc(-c2ccncc2)n1C)C1CCS(=O)(=O)C1 (centres undefined),6,10,-6,0.8,-4,i,20,-1,-2
COc1ccccc1C1=NOC(C(=O)N2CCN(C(=O)c3ccco3)CC2)C1 (centres undefined),1,-11,2,-0.4,0,i,8,-5,-1

Next section.
SMILES	MT1-MMP act inh	SKN-1 inh	E coli Lon inh	MsrA inh	MsrA act	Neddyl block	NRP1-CendR mod	FAS-TE inh	Rin1 Abl inh
CCOC(=O)Cc1csc(NS(=O)(=O)c2ccc(SC)cc2)n1	3	11	-4	0.6	-12	i	2	-3	7
CCC(C)(C(=O)NC1CCCCC1)N(C(=O)C1CCC(=O)N1)c1ccccc1 (centres undefined)	0	-15	-14	0.0	-4	i	-8	-7	3
CC1S/C(=C(\C#N)C(N)=O)N(c2ccc(F)cc2)C1=O (centres undefined)	-5	3	2	0.3	0	i	-1	-6	-3
Cc1cc(NC(=O)COC(=O)c2c(Cl)cccc2Cl)no1	8	7	3	0.6	-2	i	2	-3	4
CCOC(=O)CCCNC(=O)COC(=O)[C@@H]1CCCN1S(=O)(=O)c1ccc(Cl)cc1	3	7	-9	1.1	-4	i	0	-1	-1
CCOc1ccccc1C1NC(=O)NC(C)=C1C(=O)OCc1ccco1 (centres undefined)	-4	-6	-8	0.5	0	i	-19	-1	2
COc1ccc(C(=O)NCCCNc2nc3cc(C)cc(C)c3cc2C#N)cc1	-2	23	-8	1.3	-2	i	-18	10	1
OCCOc1ccc(CN2CCN(CCCc3ccccc3)C(CCO)C2)cc1 (centres undefined)	-3	12	6	-0.1	-1	i	0	-4	2
CC(=O)c1cccc(NC(=O)COC(=O)Cn2cnc3ccccc32)c1	1	6	-9	0.7	-6	i	-13	-5	2
Cc1nc2ccccc2c(=O)n1NC(=O)c1cc(Br)ccc1Cl	3	-1	-8	0.5	-4	i	-10	-3	1
COc1ccccc1-c1nc2s/c(=C\c3cccs3)c(=O)n2n1	-3	-5	-5	2.5	-6	i	-12	1	-3
COCCn1c(SCC(=O)N2CC(=O)Nc3ccccc32)nnc1-c1ccoc1C	5	-21	3	1.4	-2	i	4	-9	-5
Cc1ccc(C(=O)N/C(=C/c2ccco2)C(=O)N2CCCCCC2)cc1	-4	-3	-9	0.1	-2	i	-21	-4	0
CC(C)Cn1nc(NS(=O)(=O)c2cccc3nonc23)c2cc3ccccc3nc21	4	0	-4	2.8	-3	i	0	4	-4
CC(C)(C)SCCNC(=O)/C=C/c1ccccc1	7	10	-4	-0.7	1	i	11	0	1
CCCc1cc(=O)[nH]c(/N=C(\N)Nc2ccccc2)n1	-8	0	-10	-0.1	-4	i	-12	-4	-3
COc1ccccc1NS(=O)(=O)c1cc(NC(=O)CC(C)(C)C)ccc1N1CCOCC1	-5	8	-1	1.0	-15	i	-11	12	4
CC1(C)Oc2ccc3ccc(=O)oc3c2CC1O (centres undefined)	-3	-1	5	2.7	-3	+	-11	-4	1
O=C(CN1CCN(S(=O)(=O)c2ccc(Cl)cc2)CC1)c1ccc(O)c(O)c1	5	-15	2	nt	-11	i	-27	-6	-3
Cc1cc(C)nc(NC(=O)Nc2ccc3c(c2)OCO3)c1	4	3	-1	1.5	-8	i	-1	-11	2
COc1cccc(NC(=O)CN(C)C(=O)Cc2cccc3ccccc23)c1	-3	11	2	0.4	-3	i	-2	-3	1
Cc1ccnc(SCc2cc(=O)c(OC(=O)c3cc([N+](=O)[O-])ccc3Cl)co2)n1	2	7	0	-0.6	0	i	16	39	-2
CCOc1ccc(NC(=S)N2CCN(S(=O)(=O)c3ccccc3)CC2)cc1	-3	-9	-17	-0.1	-3	i	10	4	3
C=CCn1c(CCCNC(=O)C(C)(C)C)nc2ccccc21	-5	-25	-1	0.3	0	i	-2	-5	-2
Clc1ccccc1CN1CCN(/N=C/c2ccncc2)CC1	-3	8	-8	0.9	0	i	8	-1	2
Cc1ccc(N2C(=O)C3NN=C(C(=O)OCc4ccccc4)C3C2=O)cc1 (centres undefined)	-12	-6	12	0.5	-13	i	2	-2	-4
CSc1ccccc1NC(=O)c1ccccc1N(C)S(C)(=O)=O	4	1	-6	1.0	-2	i	3	-2	-1
CSc1ccc(S(=O)(=O)Nc2c(C)n(C)n(-c3ccccc3)c2=O)cc1	1	3	-2	0.6	-3	i	-7	-4	-1
CCS(=O)(=O)N1CCC(NC(=O)C(Cc2cc(OC)ccc2OC)NC(C)=O)CC1 (centres undefined)	-3	7	-7	1.9	0	i	-8	-4	0
Cc1ccc(C(=O)Nc2ccccc2C(=O)NC(C(=O)O)C(C)C)cc1 (centres undefined)	3	19	-6	0.8	-2	i	-6	-4	0
CCOC(=O)[C@@H]1[C@H]2COc3cc(OC)ccc3[C@@H]2N2C(=O)N(c3ccc(C)cc3)C(=O)[C@]12C	-1	2	-7	-1.5	-2	i	2	12	6

An unsorted share of the library. About 4.2% of those tested had a hit in this group.
